Source: PubChem BioAssay (several laboratories)
Cardio protect: protects H9c2 cardiomyocytes from peroxide injury. H2O2 injury protection, ATPLite, 2 h. protection from H2O2 cell death, % at 20 µM. hit rate 0.63% among 360,000. AID 588492;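 active = compounds giving at least 50% protection of heart cells from peroxide-induced death in the single-dose screen, raw or plate-pattern-corrected value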;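 note: 0% = DMSO wells with peroxide and 100% = DMSO wells without peroxide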
MC4R antagonist: human MC4R antagonism in cAMP assay. P32245. MC4R-expressing cells, MTII-stimulated cAMP, LANCE TR-FRET. inhibition, % at 6.5 µM. hit rate 0.48% among 360,000;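 active = inhibition above its plate's cutoff, the mean of tested wells on that plate plus 3 SD, cut at about 29% in these data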;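 note: 0% = Melanotan II alone and 100% = Melanotan II plus saturating MCL0020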
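Assay system: U2OS cells stably expressing human melanocortin 4 receptor (MC4R) / Dosing: 6.5 µM / Timing: compound 30 min, challenge 1 h, detection 1 h / Measured by: Eu-cAMP/anti-cAMP TR-FRET, emission 671 nm / Replicates: singlicate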
ABHD5 PLIN5 PPI: inhibitors of human ABHD5-perilipin-5 interaction; Q00G26+Q8WTS1; Split G. princeps luciferase complementation, luminescence, 4 h; inhibition, % at 4 µM; hit rate 0.78% among 360,000; AID 602281;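 active = inhibition above the mean inhibition across every tested compound plus 3 SD, cut at about 22% in these data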;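 note: 0% = DMSO only wells and the 100% control is not disclosed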
Exocytosis inh: lytic granule exocytosis inhibition; TALL-104 LAMP-1 surface exposure, flow cytometry; cells stimulated with thapsigargin and PMA; inhibition, % at 10 µM; hit rate 0.66% among 360,000; AID 651702;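 active = inhibition above about 55%, limit read from the data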
m5-HT2A agonist: agonists of mouse serotonin 5-HT2A receptor (HTR2A). CHO-K1 mHTR2A beta-arrestin complementation, luminescence; percent of 30 µM serotonin response. activation, % at 7.6 µM. hit rate 0.66% among 360,000;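 active = activation above a run cutoff, the mean activation of all tested compounds plus 3 SD, cut at about 14% in these data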;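 note: 0% = plate median of compound wells and 100% = 30 µM serotonin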
iPSC survival up: hiPSC single-cell survival enhancement; ATPlite luminescence; 100% = ROCK inhibitor wells, 0% = DMSO; survival enhancement, % at 20 µM; hit rate 0.044% among 360,000; AID 602274; in the data active = survival enhancement above about 18%;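 note: cells exposed to compounds for 16 hours before the ATP read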
MC4R barr agon: activates human MC4R beta-arrestin recruitment; U2OS MC4R beta-arrestin complementation, luminescence; percent of melanotan II response, DMSO zero; activation, % at 8.9 µM; hit rate 0.98% among 360,000;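 active = activation above a per-plate cutoff, the mean activation of sample wells on that plate plus 3 SD, cut at about 8% in these data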
N-glyco inh: blocks N-linked glycosylation in D54 reporter cells. D54 ERlucT glycosylation luciferase reporter, 24 h; percent of 100 nM tunicamycin response. reporter increase, % at 12.5 µM. hit rate 0.23% among 360,000. AID 588692;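 active = mean luciferase reporter signal, scaled so untreated is 0 and the glycosylation-blocking control 100, at or above a set limit in every replicate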;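 note: luciferase carries N-glycosylation sites so blocking glycosylation raises the light; 0% = median of neutral control wells and 100% = median of 100 nM tunicamycin wells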
aDG glyco up: increases alpha dystroglycan glycosylation | Pro5-aDG cells, alpha-DG glycosylation AlphaScreen (IIH6); 0% Pro5, 100% B10-LARGE cell signal | activation, % at 10 µM | hit rate 0.22% among 360,000;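 active = activation of at least 8% versus controls, or a plate z-score of at least 8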;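 note: Pro5 are CHO cells carrying HIG-tagged alpha-DG that lacks glycosylation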
ABCB6 inh MLPCN: blocks the human ABCB6 transporter | hit rate 0.19% among 360,000 | AID 602162 | K562-ABCB6 porphyrin accumulation, flow cytometry, 1 h; hits give low values | fluorescence ratio to DMSO, % at 10 µM;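 active = fluorescence ratio to DMSO below 75%, the collection mean minus 3 SD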;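 note: signal is porphyrin accumulated inside mitochondria; 100% equals median channel fluorescence of DMSO control wells; lower ratio means ABCB6 inhibition with less porphyrin fluorescence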
Target sequence (Q9NP58 whole entry, looked up): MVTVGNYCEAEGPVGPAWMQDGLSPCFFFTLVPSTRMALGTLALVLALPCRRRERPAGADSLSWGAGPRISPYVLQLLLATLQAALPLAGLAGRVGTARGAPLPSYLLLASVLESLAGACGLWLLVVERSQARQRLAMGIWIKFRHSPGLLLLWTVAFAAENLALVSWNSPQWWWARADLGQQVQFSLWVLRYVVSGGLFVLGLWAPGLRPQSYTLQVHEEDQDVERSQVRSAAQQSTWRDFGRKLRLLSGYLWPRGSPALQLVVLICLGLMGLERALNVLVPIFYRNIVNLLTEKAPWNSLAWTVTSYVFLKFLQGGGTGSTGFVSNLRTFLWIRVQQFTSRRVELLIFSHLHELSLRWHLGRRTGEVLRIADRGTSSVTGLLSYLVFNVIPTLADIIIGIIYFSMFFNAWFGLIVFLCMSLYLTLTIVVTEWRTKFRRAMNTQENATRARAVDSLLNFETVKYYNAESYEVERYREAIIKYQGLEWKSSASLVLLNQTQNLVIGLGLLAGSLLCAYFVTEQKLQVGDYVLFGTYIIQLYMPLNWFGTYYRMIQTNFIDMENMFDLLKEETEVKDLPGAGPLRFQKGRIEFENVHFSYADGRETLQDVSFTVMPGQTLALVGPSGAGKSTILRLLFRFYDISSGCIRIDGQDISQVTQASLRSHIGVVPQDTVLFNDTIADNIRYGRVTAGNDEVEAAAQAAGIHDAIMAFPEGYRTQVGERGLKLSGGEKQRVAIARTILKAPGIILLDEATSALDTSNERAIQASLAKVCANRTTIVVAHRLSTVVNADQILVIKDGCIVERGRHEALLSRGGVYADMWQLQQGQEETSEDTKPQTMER
Numbers without * were called inactive; nt = not tested or not shown; & = joins results of further samples. An excerpt, so the mix of outcomes need not match the whole.

Results follow in this order: Cardio protect, MC4R antagonist, ABHD5 PLIN5 PPI, Exocytosis inh, m5-HT2A agonist, iPSC survival up, MC4R barr agon, N-glyco inh, aDG glyco up, ABCB6 inh MLPCN
CC(CC(C)(C)N1CC1)=NNC(=O)Nc1cccc2ccccc12
    -2, 2, -10, -8, 6, -1.9, 0.3, -3, 0.5, 93
O=C1NCN(c2ccccc2)C12CCN(C(c1cc3ccccc3o1)c1nnnn1Cc1ccccc1)CC2 (configuration not stated)
    5, nt, -7, 2, 3, 1.1, nt, -7, 0.1, 99
O=c1c2ccccc2[nH]c(=S)n1-c1cccc(C(F)(F)F)c1
    5, 9, -7, 0, -1, 2.5, -1.8, -1, -0.3, 96
O=[N+]([O-])[N-][n+]1cnn(Cc2ccccc2)c1
    -2, 7, 3, 1, -1, 3.0, -3.4, 3, 0.3, 94
O=C1C2CCCN2C(c2ccccc2)N1c1ccccn1 (configuration not stated)
    2, 2, -6, -6, -2, -0.1, -1.3, 2, 0.3, 103
O=C(Nc1cccc(C(F)(F)F)c1)OC1CN2CCC1CC2 (configuration not stated)
    10, 4, 7, -1, -9, 1.4, 0.3, -3, 0.0, 100
O=[N+]([O-])c1ccc(OP(=O)(O)Oc2ccc([N+](=O)[O-])cc2)cc1
    -2, -1, 2, -4, 5, 2.9, -2.2, 2, 0.6, 95
CC1(C)C(C(=O)NN2C(=O)c3ccccc3C2=O)C1(C)C
    2, -2, 2, 2, 1, -1.0, 0.5, 1, -0.2, 97
Cc1cc(/C=C2\C(=O)NC(=O)N(Cc3ccccc3)C2=O)c(C)n1C1CC1
    -5, 1, -15, -3, 0, -0.1, 0.5, 0, 0.3, 99
O=c1[nH]c(O)c(C=Nc2cccc(F)c2)c(=O)[nH]1
    -4, 3, 2, -6, -2, -0.2, -1.6, 2, -0.1, 95
CC1(C)COC(Nc2ccc(Cl)cc2)=N1
    -3, 2, 8, 1, 1, -1.6, -1.0, 2, -0.2, 103
CN(C)CCN(CC1CCCN(Cc2ccccc2F)C1)C(=O)Cc1ccccc1F (configuration not stated)
    4, 7, 12, 34, 1, 0.1, 0.0, -3, 0.0, 101
CN1CCN(c2ccccc2N)CC1
    11, 4, 2, 1, -2, 1.3, 0.5, 0, 0.4, 88
C=CCn1c(O)c(C(CC)=Nc2cc(OC)ccc2OC)c(=O)[nH]c1=O
    5, -2, -10, -1, 2, -0.2, 0.0, 5, -0.3, 89
COc1ccc(-c2nc3ccccc3c(=O)n2-c2ccc(OC)cc2)cc1
    4, 1, 2, -2, 4, 0.4, -1.5, 1, 0.1, 101
O=C1Nc2ccccc2C(c2ccccc2)=NC1O (configuration not stated)
    1, 11, 1, -13, 2, -0.6, 1.7, 2, 0.0, 98
O=C1CC2OCC=C3CN4CCC56c7cc([N+](=O)[O-])ccc7N1C5C2C3CC46 (configuration not stated)
    3, 0, 2, 0, 1, 0.2, -2.4, 2, -0.2, 97
O=C(O)C(O)(c1ccc(Cl)cc1)C1(O)CCCC1 (configuration not stated)
    17, 2, 8, 16, 2, -2.6, 1.3, 0, -0.1, 100
CCn1c(O)c(C=Nc2ccc(S(N)(=O)=O)cc2)c(=O)n(CC)c1=S
    -3, 14, -6, 0, 7, -2.3, -1.6, -4, -0.2, 100
COc1ccc(NC(=O)c2cn(CCC#N)nc2-c2ccc([N+](=O)[O-])cc2)cc1
    12, 1, 8, 0, 6, -0.5, -1.3, 2, 0.0, 95
COC(=O)C1=C(c2ccc3ccccc3c2)C[C@@H]2CC[C@H]1N2C(=O)NC1CCCCC1
    -2, -3, -3, 10, -11, -2.2, 2.8, -4, 0.5, 92
COc1ccccc1N=Cc1c(O)n(C)c(=O)n(C)c1=O
    4, 1, 3, 7, -1, -1.7, -2.5, 3, -0.1, 87
CCCCCCC(=O)c1c(O)n(-c2ccc(OC)cc2)c(=O)[nH]c1=O (tested in a mixture with another compound)
    -6, 11, -2, 0, 2, 0.2, -1.2, 2, 0.0, 100
O=C(N/N=C1/CN2CCC1CC2)c1cccc(O)c1
    3, 3, -7, -2, -5, 0.8, -2.9, 0, -0.4, 94
Cc1ccc2[nH]c3c(c2c1)CN(C(=O)CN1C[C@H]2C[C@@H](C1)c1cccc(=O)n1C2)CC3
    -1, 3, 4, -3, 3, 0.2, -0.5, 1, 0.0, 157
O=C(O)c1ccccc1NC(=O)N1C[C@H]2C[C@@H](C1)c1cccc(=O)n1C2
    3, 11, -13, -5, 2, -0.2, 3.7, 1, 0.6, 95
COc1ccc2cc(C(=O)C3CCCN(C4CCOCC4)C3)ccc2c1 (configuration not stated)
    16, 3, 3, 2, -8, -0.2, -0.6, -7, -0.1, 100
COc1ccc(C(=O)O/N=C(/C(N)=O)P(=O)(OC(C)C)OC(C)C)cc1
    9, -7, -3, 12, -3, 0.2, -1.0, 2, 0.0, 101
N#Cc1ccc(NC(=O)CN2CCCC2)cc1Cl
    -2, 15, 0, -2, -1, 5.3, -3.1, -1, 0.0, 97
N#CC12c3ccccc3C(=O)N1Cc1cnnn1-c1ccccc12 (configuration not stated)
    8, nt, 8, 2, 3, 1.3, nt, 2, 0.0, 94
O=C(COc1ccc(Br)cc1)N1CCN(Cc2ccncc2)CC1
    -10, -2, 0, 3, 1, 4.9, -0.5, -2, 1.2, 99
COc1ccccc1CN1CCN(Cc2ccc(Cl)cc2)CC1
    7, 5, 7, -1, -3, 1.2, -1.0, 1, 0.8, 101
CCOc1ccc(-n2c(O)c(C=Nc3ccc(N4CCOCC4)cc3)c(=O)[nH]c2=O)cc1
    2, 9, -3, -2, 2, 1.0, 0.3, -1, 0.0, 102
COc1cccc(-c2nn(Cc3ccccc3)cc2C(=O)O)c1
    1, 11, 0, 5, 10, 0.5, -0.6, 2, 0.0, 104
Cc1cc(NC(=O)COC(=O)c2c(C)nn(Cc3ccccc3Cl)c2Cl)no1
    -7, -1, 8, 0, 0, -1.1, 4.5, -2, 0.3, 98
CCC1(C)CN(S(=O)(=O)OCC(Cl)(Cl)Cl)C(=O)N1 (configuration not stated)
    14, 3, -5, -7, 2, 1.2, -1.7, 1, -0.2, 103
Cn1c(=O)oc(=O)c2ccccc21
    1, 1, 5, -9, 4, -0.1, 0.3, 0, 0.0, 84
Cc1nc2ccc(N3CCN(C)CC3)cc2nc1C
    6, -3, 4, 1, 8, 0.1, -1.2, 2, -0.1, 95
CCC(=NCCc1ccccc1)c1c(O)n(C)c(=O)n(C)c1=O
    -10, 8, 5, 9, 2, 0.4, 0.3, -1, 0.3, 96
COc1cc(C2c3cc4c(cc3CC3COC(=O)C32)OCO4)cc(OC)c1OC (configuration not stated)
    1, -27, -2, -2, 1, 1.4, 0.4, 14, -0.8, 99
Cc1cccc(N2C(=O)NC(=O)/C(=C\c3ccc(N4CCOCC4)cc3)C2=O)c1
    5, 11, 3, 11, -3, 0.2, -1.5, 1, 0.0, 94
COc1ccccc1-n1c(-c2ccccc2F)nc2ccccc2c1=O
    8, 5, -6, -4, 0, 0.4, 1.7, -2, -0.1, 102
COC(=O)C1=C(c2cccc(OC)c2OC)C[C@@H]2CC[C@H]1N2C
    -3, -3, 0, 2, 1, 1.7, -0.5, 0, 0.0, 100
c1ccc2c(c1)-c1cccc3cccc-2c13
    -4, 12, 1, -3, 2, 2.6, 1.0, 1, 0.0, 101
CCC(COC(=O)c1cc(OC)c(OC)c(OC)c1)(c1ccccc1)N(C)C (configuration not stated)
    2&7, 4&6, 15&5, -9&0, 1&-9, 2.1&2.1, 2.0&1.6, 3&3, 0.0&0.3, 96&91
C[C@]12CCC3C(CC[C@@H]4C[C@@H](O)CC[C@]34C)C1CC[C@@H]2O (some centres not stated)
    1, 3, -2, -2, 5, 2.5, 1.1, -11, -0.1, 101
CN(C)CCOC(=O)c1cn(Cc2ccccc2)c2ccccc12
    0, 4, 4, -2, -7, -0.7, -2.7, -2, 0.7, 7.0*
O=C(Cc1ccccc1)N1CCN(Cc2ccccn2)CC1
    -6, 10, -4, -4, 4, 8.4, 0.9, 1, 0.2, 99
O=C(C1CC(=O)N(c2ccc(F)c(Cl)c2)C1)N1CCC2(CC1)OCCO2 (configuration not stated)
    6, 5, -10, 2, -4, 2.7, -1.9, 0, 0.0, 97
O=c1c2ccccc2nc(N2CCCC2)n1-c1ccc(Cl)cc1
    -1, -2, -2, 1, 5, -0.7, 0.6, -2, -0.2, 88
Fc1ccccc1N1CCN(Cc2c(F)cccc2F)CC1
    0, 2, -2, -1, 5, -1.5, 5.3, -1, 0.1, 96
CC(=O)NC(Cc1ccc(N(CCCl)CCCl)cc1)C(=O)O (configuration not stated)
    4, 4, 4, -2, 3, 1.1, 1.2, 1, 0.0, 103
O=C1CCN(C(=O)CCCn2c(=O)oc3ccccc32)CC1
    -4, 7, -2, 6, -2, -0.6, -1.1, 3, 0.1, 92
O=P(NC(c1ccccc1)c1ccccc1)(Oc1ccccc1)Oc1ccccc1
    13, 1, 1, 7, 3, -0.8, 11*, 0, 0.2, 94
O=C(O)C1(c2ccc(Cl)cc2)CCC1
    -3, 3, 0, -3, 4, -5.3, -1.6, -1, 0.1, 95
CN1CCc2nc3ccc(F)cc3c(C(N)=O)c2C1
    7, 3, -5, -11, -2, -2.0, -0.2, 3, 0.4, 95
CN(C)c1ccc(C=C2C(=O)NC(=S)NC2=O)cc1
    -3, 11, 5, -9, -2, -1.5, 0.1, 12, 0.2, 127
